Pyk2 oligo antag – Pyk2 (human) oligomerization antagonism; Q14289; Q293 cells, Pyk2 FERM NanoBiT luminescence; hits give low values; z-score (the deposit names both 25 µM and 10 µM); actives 0.83% (n = 99,000); AID 1347419;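 active means Z-score of -3 or lower, scaled per plate to the spread of control and sample wells; inactive means z-score above -3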;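 further: negative z-score means lost luminescence so less FERM oligomerization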
Target sequence (Q14289 whole entry, looked up): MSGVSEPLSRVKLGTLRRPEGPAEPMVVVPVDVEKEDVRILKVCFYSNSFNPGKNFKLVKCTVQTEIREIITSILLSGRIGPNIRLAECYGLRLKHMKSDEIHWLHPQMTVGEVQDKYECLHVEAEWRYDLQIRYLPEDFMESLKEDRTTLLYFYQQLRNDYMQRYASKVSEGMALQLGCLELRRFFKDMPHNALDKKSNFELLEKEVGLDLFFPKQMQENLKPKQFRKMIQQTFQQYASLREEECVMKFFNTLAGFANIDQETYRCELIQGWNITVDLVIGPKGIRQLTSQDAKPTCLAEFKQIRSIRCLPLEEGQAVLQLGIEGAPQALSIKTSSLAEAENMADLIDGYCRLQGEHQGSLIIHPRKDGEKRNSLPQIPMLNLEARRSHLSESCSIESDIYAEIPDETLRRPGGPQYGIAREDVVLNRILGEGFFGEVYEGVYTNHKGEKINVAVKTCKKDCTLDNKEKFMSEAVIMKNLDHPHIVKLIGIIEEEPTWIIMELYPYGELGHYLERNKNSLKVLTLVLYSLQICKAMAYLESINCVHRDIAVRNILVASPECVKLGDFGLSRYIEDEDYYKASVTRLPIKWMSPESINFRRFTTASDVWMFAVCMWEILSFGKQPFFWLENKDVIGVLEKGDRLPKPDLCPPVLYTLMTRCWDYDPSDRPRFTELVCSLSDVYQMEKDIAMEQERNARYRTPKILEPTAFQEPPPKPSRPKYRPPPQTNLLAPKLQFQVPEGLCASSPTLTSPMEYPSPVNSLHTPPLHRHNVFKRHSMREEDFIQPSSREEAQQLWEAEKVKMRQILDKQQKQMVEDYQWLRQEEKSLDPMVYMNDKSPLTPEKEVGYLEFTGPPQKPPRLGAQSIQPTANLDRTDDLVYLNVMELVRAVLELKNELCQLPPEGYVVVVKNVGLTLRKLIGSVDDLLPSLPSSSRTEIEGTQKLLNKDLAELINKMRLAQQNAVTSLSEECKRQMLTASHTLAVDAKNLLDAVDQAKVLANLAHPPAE
Fibroblast inh – blocks proliferation of human lung fibroblasts. LL 47 human lung fibroblast viability, ATP luminescence; hits give low values. viability, % at 10 µM. actives 1.1% (n = 85,000). AID 719;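 active means viability at or below 50% in the single dose screen; inactive means viability above 50%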;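 further: compound exposure lasted 72 h before the ATP readout; 100% = median luminescence of untreated cell-only wells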
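test system = LL 47 human lung fibroblasts | amount = 1,150 fibroblasts seeded per well | medium = 15% FBS in IMEM | times = overnight cell rest, 72 h compound treatment at 37 °C | measured by = CellTiter-Glo luminescence measuring cellular ATP | read-out = viability percentage against median untreated-cell control | benchmarks = cell-only wells, no compound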
TNFa cytotox – HUVEC cytotoxicity counter-screen, TNF alpha stimulated. actives 0.17% (n = 93,000). cell count reduction, % at 2 µM. HUVEC TNFalpha-stimulated, Hoechst cell count, imaging;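 active means cell count reduction exceeding the screen mean by over 5 SD, scaled to untreated wells per plate, cut at about 78% in these data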;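 further: cells counted after 24 h of TNF alpha exposure following the 1 h pretreatment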
H69AR growth 86K – blocks growth of human H69AR lung tumor cells; H69AR lung tumor viability, ATP luminescence, 72 h; hits give low values; viability, % at 10 µM; actives 6% (n = 85,000);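 active means viability at or below 40%; inactive means viability above 40%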;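 further: multidrug resistant small cell line overexpressing MRP-1 efflux transporter; 100% = mean luminescence of untreated control wells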
Smad3 inh – blocks human Smad3 binding to FoxH1 peptide. TR-FRET Smad3/Dy647-FoxH1 peptide binding, europium anti-His. inhibition, % at 25 µM. actives 0.29% (n = 88,000);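 active means compounds that reduce the energy-transfer binding signal between the protein and its labelled peptide by more than half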;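 further: 0% = Smad3 plus labelled peptide maximal FRET and 100% = peptide-only background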
VCAM1 TNFa inh – reduces TNF alpha induced VCAM1 expression in HUVEC | AID 802 | inhibition, % at 2 µM | actives 0.48% (n = 95,000) | HUVEC TNFa-induced VCAM-1 immunofluorescence, high-content imaging;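 active means inhibition above the batch mean plus 3 SD, with images confirmed as a hit by eye, cut at about 37% in these data; inconclusive means inhibition above that limit but hit not confirmed in images; inactive means inhibition not above that limit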;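 further: 0% = TNF-stimulated DMSO wells and 100% = unstimulated control wells; not every result past the cut was called active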
HUVEC tox IL1B – HUVEC cytotoxicity counter-screen, IL-1B stimulated. cell count reduction, % at 2 µM. HUVEC cell count loss, Hoechst imaging. actives 0.41% (n = 94,000);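 active means cell count reduction more than 3 SD above the screen-wide mean, cut at about 70% in these data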;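 further: normalized per plate to untreated control cells as the no-loss baseline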
F-actin modifier – modifiers of cytoskeleton assembly. HUVEC TNFa F-actin phalloidin imaging, high content. inhibition, % at 2 µM. actives 0.18% (n = 91,000). AID 836;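 active means inhibition above the batch mean plus 3 SD and confirmed as a hit by visual image inspection, cut at about 30% in these data, passing the limit was not always enough; inconclusive means above the inhibition threshold but rejected on visual inspection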; further: strong numbers were not always called active
HUVEC prolif 384 – blocks proliferation of human endothelial cells | HUVEC proliferation, CellTiter-Glo luminescence, 72 h; hits give low values | viability, % at 10 µM (by protocol) | actives 1.1% (n = 86,000);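 active means viability at or below 30%; inactive means viability above 30%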;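 further: 100% = median luminescence of DMSO-only cell control wells on each plate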
Numbers without * were called inactive; ? = inconclusive; nt = not tested or not shown; [ ] = remark or other dose.

SMILES	Pyk2 oligo antag	Fibroblast inh	TNFa cytotox	H69AR growth 86K	Smad3 inh	VCAM1 TNFa inh	HUVEC tox IL1B	F-actin modifier	HUVEC prolif 384
COc1cccc(C2C(C#N)=C(N)Oc3c2oc(CO)cc3=O)c1OC (stereo not drawn)	0.07	105	-34	96	16	11	-15	-3	98
Cc1ccc(NC2=C(N3CCCCC3)C(=O)c3ccccc3C2=O)cc1	0.26	nt	nt	nt	nt	-53	9	-8	nt
CCN(CC)C(=O)c1ccc(C(=O)c2ccccc2)cc1	-0.36	95	-1	105	11	10	-4	-7	87
COc1ccc(Oc2nnc(C)c3ccccc23)cc1	-0.66	107	-40	92	-1	22	-9	nt	105
Cc1ccc(C(=O)O/N=C(\N)c2ccc(Br)cc2)cc1C	0.84	101	-4	28*	-13	-5	38	nt	85
Cc1onc(-c2ccccc2)c1C(=O)OCC(=O)c1ccccc1	-1.8	108	nt	92	5	nt	nt	nt	109
CC(C)CC(C(=O)Nc1oc(-c2ccco2)c(-c2ccco2)c1C#N)N1C(=O)c2ccccc2C1=O (stereo not drawn)	-0.59	101	-26	87	-1	-17	-24	-2	95
CCn1c(SCC(=O)Nc2ccccc2C(=O)OC)nnc1-c1ccoc1C	-0.01	94	3	84	-12	-2	-22	32	89
Cc1c(NC(=O)c2ccc(CN3CCc4ccccc4C3)cc2)c(=O)n(-c2ccccc2)n1C	2	110	nt	101	0	nt	4	nt	116
O=C(Nc1ccc(Cl)cc1)N1CCCC1	0.17	97	-8	89	7	8	-8	14	107
COc1ccc(OC)c(S(=O)(=O)NCCc2ccccc2)c1	2.2	95	-22	96	11[fluorescence artefact?]	12	-8	10	87
CCn1c(SC(C)C(=O)OC)nnc1-c1c[nH]c2ccccc12 (stereo not drawn)	nt	96	nt	91	12	nt	nt	nt	102
COC(=O)c1c(NC(=O)Cc2cccs2)sc2c1CCC(C)C2 (stereo not drawn)	-1.2	nt	-8	nt	nt	-6	8	-4	nt
CCCn1c(CNc2ccc(Br)cc2)nc2ccccc21	nt	88	54	97	-26	13	15	-25	98
O=C(Nc1ccccc1)/C(=C\c1ccc2c(c1)OCO2)NC(=O)c1ccco1	0.62	nt	0	nt	nt	?	-28	-3	nt
Cc1nc(N)sc1C(=O)Nc1ccccc1	0.27	92	-8	83	-28	11	5	-14	94
COc1ccc2c(=O)c3c(=O)n(Cc4ccco4)c(C4CCCCC4)nc3oc2c1	nt	101	nt	71	13	nt	nt	nt	100
Cc1ccc2[nH]c(=S)cc(C)c2c1	-0.79	96	-9	93	18	8	-35	-14	65
Cc1oc2cc(O)ccc2c(=O)c1Oc1ccccc1Br	nt	93	nt	88	2	nt	nt	nt	83
CC(=O)Oc1ccccc1-c1nc(C)nc(N(C)C(C)=O)n1	-0.54	95	nt	95	6[fluorescence artefact?]	nt	nt	nt	102
COc1ccc(CCNC(=S)NC(=O)/C=C/c2ccc(C)cc2)cc1OC	0.64	nt	-30	nt	nt	9	-8	4	nt
CC(C)n1c(SCc2cc(=O)[nH]c3ccccc23)nc2c1c(=O)n(C)c(=O)n2C	0.65	84	nt	89	8	nt	nt	nt	91
Cc1cc(C)c2c(N)c(C(=O)NN3CC(=O)N(c4ccccc4F)CC3=O)sc2n1	0.83	nt	-11	nt	nt	0	-3	1	nt
COc1cc(C(Nc2ccc3c(c2)OCO3)C(=O)NC2CCCCC2)cc(OC)c1OC (stereo not drawn)	0.4	97	-47	84	-2	-14	-20	25	98
Cc1ccccc1N1CCN(Cc2c(C#N)c3ccccc3n2C)CC1	-0.68	nt	-4	102	11[fluorescence artefact?]	17	-7	-39	114
COC(=O)C1C(=O)NC(SC)=C(C#N)C1c1ccccc1F (stereo not drawn)	-0.7	96	-10	86	-2	13	-29	13	95
CCOC(=O)C(NC(=O)c1ccccc1)(Nc1cc(C)on1)C(F)(F)F (stereo not drawn)	0.38	102	38	94	-5	21	14	7	94
C=CCOC(=O)C1=C(C)OC(N)=C(C#N)C1c1c(C)nn(-c2ccccc2)c1Cl (stereo not drawn)	-1.9	91	-11	29*	6	6	-26	1	85
COc1ccc(C2N(c3cc(C)on3)C(=O)C3CCCN32)cc1OC (stereo not drawn)	0.73	106	-24	92	11	-14	-32	-18	100
NC(=O)COC(=O)CNC(=O)c1ccc(Cl)cc1	0.17	nt	-3	nt	nt	-9	-12	-12	nt
O=C(c1ccc(CS(=O)(=O)Cc2ccc(Cl)cc2)o1)N1CCCC1	0.64	94	0	91	-1	-1	-6	-22	84
CCCn1c(SCC(=O)c2cc(C)c(C)cc2C)n[nH]c1=O	0.6	110	14	95	3	-7	-7	-16	109
COCC(O)CSc1c([N+](=O)[O-])nc(C)n1Cc1ccc(OC)c([N+](=O)[O-])c1 (stereo not drawn)	0.57	96	7	95	4	15	45	-6	106
CCN1CCCC1CNC(=O)c1cn(C)c2ccc(S(=O)(=O)N3CCCCCC3)cc2c1=O (stereo not drawn)	-1.1	96	-32	95	-4	5	-14	-12	94
CN1CCN(C/C(=C2/N=C(c3ccccc3)OC2=O)N(C)C)CC1	0.89	nt	8	nt	nt	-5	20	-37	nt
CCCSc1nnc2nc3c(nn12)c1ccccc1n3C	nt	93	-30	48	-5	18	-75	-10	92
Cc1ccc(N(C(=O)c2csnn2)C(C(=O)NC(C)(C)C)c2cccs2)cc1 (stereo not drawn)	-0.76	nt	0	nt	nt	-6	-28	0	nt
CSC1=NCCN1C(=O)c1ccco1	nt	90	-10	92	18[fluorescence artefact?]	-5	-2	2	86
O=C(c1cccs1)N1CCN(c2ncccn2)CC1	0.75	104	-26	97	7	21	-1	-2	100
CCOC(=O)c1ccc(CNS(=O)(=O)c2c(C)ccc3nsnc23)o1	-0.21	91	-21	81	3	18	29	3	92

Individual results from the entries so far:
COCC(O)CSc1c([N+](=O)[O-])nc(C)n1Cc1ccc(OC)c([N+](=O)[O-])c1 (stereo not drawn) in Pyk2 oligo antag shows 0.57
Cc1ccc(N(C(=O)c2csnn2)C(C(=O)NC(C)(C)C)c2cccs2)cc1 (stereo not drawn) in TNFa cytotox shows 0
CCOC(=O)C(NC(=O)c1ccccc1)(Nc1cc(C)on1)C(F)(F)F (stereo not drawn) in F-actin modifier shows 7

An excerpt from above in order of the Pyk2 oligo antag value, smallest number first:
canonical_smiles	Pyk2 oligo antag	Smad3 inh	VCAM1 TNFa inh	F-actin modifier
COc1cc(C(Nc2ccc3c(c2)OCO3)C(=O)NC2CCCCC2)cc(OC)c1OC (stereo not drawn)	0.4	-2	-14	25
COCC(O)CSc1c([N+](=O)[O-])nc(C)n1Cc1ccc(OC)c([N+](=O)[O-])c1 (stereo not drawn)	0.57	4	15	-6
O=C(c1cccs1)N1CCN(c2ncccn2)CC1	0.75	7	21	-2
Cc1cc(C)c2c(N)c(C(=O)NN3CC(=O)N(c4ccccc4F)CC3=O)sc2n1	0.83	nt	0	1
CN1CCN(C/C(=C2/N=C(c3ccccc3)OC2=O)N(C)C)CC1	0.89	nt	-5	-37

2 entries from above, in markdown.
| SMILES | Pyk2 oligo antag | Fibroblast inh | TNFa cytotox | H69AR growth 86K | Smad3 inh | VCAM1 TNFa inh | HUVEC tox IL1B | F-actin modifier | HUVEC prolif 384 |
| --- | --- | --- | --- | --- | --- | --- | --- | --- | --- |
| O=C(Nc1ccccc1)/C(=C\c1ccc2c(c1)OCO2)NC(=O)c1ccco1 | 0.62 | nt | 0 | nt | nt | ? | -28 | -3 | nt |
| C=CCOC(=O)C1=C(C)OC(N)=C(C#N)C1c1c(C)nn(-c2ccccc2)c1Cl (stereo not drawn) | -1.9 | 91 | -11 | 29* | 6 | 6 | -26 | 1 | 85 |

(further entries)
SMILES	Pyk2 oligo antag	Fibroblast inh	TNFa cytotox	H69AR growth 86K	Smad3 inh	VCAM1 TNFa inh	HUVEC tox IL1B	F-actin modifier	HUVEC prolif 384
O=C(c1ccccc1)N1CCCCC(S(=O)(=O)c2ccc3ccccc3c2)C1=O (stereo not drawn)	-0.78	96	-4	101	7	8	-12	-12	80
Cc1oc2c(CN(C)C)c(O)ccc2c(=O)c1-c1cscn1	1.1	106	-5	99	3	15	18	26	101
CN(N)C(=S)NCc1ccccc1	0.24	95	-2	97	-10	17	-3	-24	87
CCN1CCN(C(=O)c2ccc3c(c2)N(Cc2ccc(F)cc2)C(=O)c2ccccc2S3=O)CC1 (stereo not drawn)	nt	nt	8	nt	nt	9	19	-7	nt
Cc1ccc(C(=O)CCNc2cccc(Br)c2)o1	0.66	95	-24	87	-3	-2	-35	-9	80
COc1ccc(CN(CCN2CCOCC2)C(=O)c2c(F)cccc2F)cc1OC	0.37	99	-26	79	10	11	-6	17	100
COc1ccc(C)cc1NC(=O)C1C2C=CC(C2)C1C(=O)O (stereo not drawn)	0.03	102	3	95	1	-4	-19	7	100
Cc1ccccc1NC(=O)COc1nsnc1N1CCOCC1	0.02	103	-4	90	-14[fluorescence artefact?]	-5	-11	-37	98
COc1cccc(Nc2nc(-c3sc(N)nc3C)cs2)c1	-0.13	79	-54	56	-8	11	8	49	72
Cc1ccc(-c2nc3ncccc3o2)cc1NC(=O)c1cc2ccccc2o1	-0.83	104	-48	98	-10[fluorescence artefact?]	-11	6	0	83
CCN(c1ccccc1)S(=O)(=O)c1ccc(NC(=O)C(C)(C)C)cc1	-1.1	100	-11	35*	-1	4	-1	0	84
CC(C)(C)C(=O)c1cn(CC(=O)NCc2ccc3c(c2)OCO3)c2ccccc12	-1	94	-8	73	-8	-25	-11	11	87
Cc1nnc(SCCn2c(N3CCCCCC3)nc3c2c(=O)[nH]c(=O)n3C)s1	0.04	nt	-6	nt	nt	1	11	-7	nt
Cc1ccc(CN2C(=O)CCC2C(=O)NCCN2CCN(c3cccc(Cl)c3)CC2)cc1 (stereo not drawn)	nt	100	nt	104	-1	nt	nt	nt	81
CCOC(=O)c1sc2nc[nH]c(=O)c2c1C	-0.2	100	3	94	6	-9	nt	-5	80
COc1ccccc1Nc1ncc(C(C)=O)c(C)n1	-0.82	102	-30	94	-4	-4	-16	-21	101
CC1=CC(C)=Nc2ccccc2N1	-0.61	97	-9	44	-9	6	8	-16	92
COc1cc(C2NC(=O)NC(c3ccccc3)=C2C(C)=O)ccc1OCC(=O)O (stereo not drawn)	-0.27	100	-12	87	-3	0	-128	18	87
OCCSc1nc2ccccc2n1CCOc1ccccc1	-0.73	100	-18	101	-4	-10	-91	-3	79
O=C(c1ccc(F)cc1F)N1CCN(c2ncccn2)CC1	-0.52	104	-5	100	-7	17	-9	7	93
Cc1cc(NC(=O)CSc2nc(-c3ccc(Cl)cc3)cs2)no1	0.24	84	-27	58	3[fluorescence artefact?]	20	10	13	68
O=C(c1ccco1)N1CCN(C(=O)C2c3ccccc3Oc3ccccc32)CC1	0.25	101	-14	85	11	6	-24	7	108

A portion of the library; count on the stated rates, not on these rows.
